XIAP antagonists: XIAP antagonists, biochemical, IAP family, fluorescence polarization (AID 1018); XIAP BIR domain, fluorescence polarization peptide displacement; higher % means a stronger effect; one-dose displacement, % at 20 µM; IC50 in µM for titrated hits; 0.007% of 200,000 active; in the data active means displacement above about 50%; further: a part of the inactive calls stands beside numbers as strong as those of hits
human PMI inhibition: inhibitors of human PMI, primary screen, biochemical, fluorescence intensity, coupled assay (AID 1209). Mannose-6-phosphate isomerase (Homo sapiens). purified PMI enzyme, coupled fluorescence intensity; higher % means a stronger effect. inhibition, % at 20 µM, or IC50 in µM where a hit was titrated. 0.42% of 190,000 active;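 further: plate controls were DMSO vehicle for no effect and wells lacking substrate for full effect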
M17LAP inhibition: P. falciparum M17LAP inhibitors, primary screen, biochemical, fluorogenic H-Leu-NHMec substrate, 1536-well (AID 1619). Leucine aminopeptidase (Plasmodium falciparum (isolate 3D7)). recombinant M17LAP, H-Leu-NHMec fluorogenic kinetic assay; higher % means a stronger effect. inhibition, % at 30 µM, or IC50 in µM where a hit was titrated. 0.38% of 220,000 active;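 active means compound inhibiting the enzyme by more than half at any dose during confirmatory dose-response retesting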;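 further: plate controls were full reaction with DMSO carrier for no effect and no enzyme background for full effect; strong numbers were not always called active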
AID2073: inhibitors of Mint1-CaV2.2 protein interaction, biochemical, HTRF (AID 2073); HTRF protein-protein interaction, Mint1-CaV2.2; higher % means a stronger effect; inhibition, % at 20 µM, or IC50 in µM where a hit was titrated; 0.19% of 290,000 active; in the data active means inhibition mostly above about 51%, no sharp cut-off; further: some results filed as inactive read as strong as hits
P. falciparum M1AAP: P. falciparum M1AAP inhibitors, biochemical, fluorogenic H-Leu-NHMec substrate, 1536-well (AID 1445); Aminopeptidase N (Plasmodium falciparum (isolate 3D7)); recombinant M1AAP, H-Leu-NHMec fluorogenic kinetic assay; higher % means a stronger effect; inhibition, % at 30 µM; hits with a dose series show IC50 in µM; 0.42% of 220,000 active;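 active means primary inhibition above the hit cutoff, then over 50% inhibition at one or more dose response concentrations, cut at about 23% in these data, passing the limit was not always enough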;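 further: plate controls were DMSO full reaction for no effect and no enzyme background for full effect; strong numbers were not always called active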
Siah-1 displacement: Siah-1 peptide-binding antagonists, primary screen, biochemical, fluorescence polarization, rhodamine-plectin, uHTS (AID 1817) | E3 ubiquitin-protein ligase SIAH1 (Homo sapiens) | Siah-1 / rhodamine-plectin peptide fluorescence polarization; higher % means a stronger effect | displacement, % at 20 µM; hits with a dose series show IC50 in µM | 0.02% of 290,000 active;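 active means displacement of at least 50% at 20 µM, with a fluorescence ratio check between 0.3 and a set limit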;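 further: plate controls were Siah plus tracer with DMSO for no effect and tracer alone without Siah for full effect; strong numbers were not always called active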
Dynein cargo inh: inhibitors of GR-EGFP nuclear translocation, primary screen, dynein cargo transport inhibitor project, imaging, high-content, 3617.4 mouse cells. test concentration mostly 20 µM; stimulated with dexamethasone, 1 µM; hits give low values. z-score, hits read low. 0.47% of 220,000 active. AID 1381, 2008;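 active means plate z-score of nuclear minus cytoplasmic receptor signal below a set negative limit, without overly bright fluorescence or cell loss, cut at about -3.5 in these data, passing the limit was not always enough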;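 further: z-score of nuclear minus cytoplasmic ring GR-EGFP intensity difference per well; some compounds called inactive have numbers as strong as hits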
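medium = tetracycline-free induction medium containing charcoal-stripped FBS | also added = 1.0 µM final dexamethasone stimulus | schedule = 48 h induction, 1 h compound, 30 min dex at 37 °C | technique = fixed, Hoechst-stained cells imaged at 10x for EGFP | measure = GR-EGFP nuclear translocation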
LYP inhibition: inhibitors of LYP phosphatase, biochemical, fluorescence intensity, uHTS (AID 1779); recombinant LYP phosphatase, fluorescence intensity; higher % means a stronger effect; inhibition, % at 11.5 µM; hits with a dose series show IC50 in µM; 0.054% of 290,000 active;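 further: plate controls were vehicle with enzyme for no effect and no enzyme for full effect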
human PMI inhibitors: human PMI inhibitors, high substrate, primary screen, biochemical, fluorescence intensity, high mannose 6-phosphate (AID 1220); Mannose-6-phosphate isomerase (Homo sapiens); recombinant PMI enzyme, coupled fluorescence intensity; higher % means a stronger effect; inhibition, % at 20 µM; hits with a dose series show IC50 in µM; 0.66% of 190,000 active
Dynein cargo inh cytoplasmic EGFP: further read-out of Dynein cargo inh, marked with its call; z-score; measured here: cytoplasmic GR-EGFP intensity; hits give high values
Dynein cargo inh nuclear GR-EGFP: further read-out of Dynein cargo inh, marked with its call; z-score; measured here: nuclear GR-EGFP intensity;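 lower value marks the stronger effect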
Dynein cargo inh cell count: recorded beside Dynein cargo inh, whose call it bears; z-score; measured here: cell count per field
Active calls of the source: *; . = not tested or not shown; & = joins results of further samples. Unless noted, no stated cut-off is given here; in the data, active means inhibition above about 50%; inactive means the rest.

Every second line gives: XIAP antagonists	human PMI inhibition	M17LAP inhibition	AID2073	P. falciparum M1AAP	Siah-1 displacement	Dynein cargo inh	Dynein cargo inh cytoplasmic EGFP	Dynein cargo inh nuclear GR-EGFP	Dynein cargo inh cell count	LYP inhibition	human PMI inhibitors
> COc1ccc(Nc2oc(-c3ccc(F)cc3)nc2C#N)cc1
 : .	.	-1%	12%	4%	2%	1.5	-0.26	0.67	-0.12	-7%	.
> CCOc1ccc(C(C)NC(=O)Cc2ccccc2F)cc1OCC (stereo unspecified)
 : -5.9%	-26%	-2%	-3%	-3%	0%	0.79	-0.27	0.66	-0.15	-4%	-15%
> O=[N+]([O-])c1ccccc1Sc1nccn1Cc1ccccc1
 : -7.7%	2%	12%	31%	14%	-3%	-0.91	-0.27	-0.55	1.3	-13%	-5%
> CCC(C)c1ccc2oc(-c3ccc(NC(=O)c4ncn[nH]4)cc3)nc2c1 (stereo unspecified)
 : -11%	-5%	-10%	17%	-3%	1%	-0.47	-0.18	-0.24	0.94	-10%	-3%
> COC(=O)c1cc2c(s1)-c1cc(F)ccc1OC2
 : .	.	-2%	26%	-2%	-4%	0.15	-0.25	0.078	0.0033	-20%	.
> CC(C)(C)NC(=O)/C=C/c1cccs1
 : -5.6%	11%	0%	13%	-5%	-2%	-0.19	1.5	0.43	-0.039	0%	11%
> CCOC(=O)N1CCN(C(=O)CSCC(=O)Nc2nc(-c3ccc(OC)cc3)cs2)CC1
 : -2.8%	15%	8%	-3%	1%	0%	0.29	-0.15	0.4	-0.67	-6%	14%
> O=C(CSc1cccc[n+]1[O-])Nc1ccc(N2CCOCC2)cc1
 : -2.7%	-28%	7%	-5%	9%	5%	0.4	-0.24	0.72	0.7	1%	-9%
> NNC(=O)c1ccc(Cn2cc(Cl)cn2)o1
 : .	.	1%	2%	5%	14%	1.2	-0.27	0.54	-0.06	-3%	.
> N#Cc1c(-c2ccccc2)c(-c2ccccc2)nn(CC(=O)NNC(=O)Nc2ccc(Cl)cc2)c1=O
 : .	.	0%	2%	-6%	-3%	0.83	-0.27	0.37	-0.15	-1%	.
> CCN(CC)S(=O)(=O)c1cccc(C(=O)/C=C2/N(C)c3ccccc3C2(C)C)c1
 : -1.9%	16%	17%	12%	6%	1%	-0.67	-0.25	-0.46	0.44	1%	11%
> Cn1ncc2c(NNC(=O)Cc3ccccc3)ncnc21
 : -14%	6%	-4%	1%	4%	6%	-0.025	-0.23	0.0041	-0.26	-1%	10%
> Cc1cccc(C(=O)NC(=S)Nc2ccc3[nH]c(=O)[nH]c3c2)c1
 : -1.2%	16%	-4%	28%	5%	6%	-0.49	-0.28	0.034	0.12	-7%	23%
> COc1ccc(CSc2nncn2C)cc1[N+](=O)[O-]
 : -5.8%	0%	8%	-6%	9%	-2%	-0.83	-0.3	-0.91	0.78	-9%	2%
> C=CCNC(=O)c1cc(Cl)cc(Cl)c1
 : -10%	7%	1%	32%	8%	0%	0.31	-0.27	0.17	-0.62	-4%	12%
> Cc1cccc(NC(=O)/C=C/c2ccc(Cl)cc2)n1
 : -1.9%	5%	20%	2%	4%	2%	-0.6	-0.27	-0.63	0.22	-3%	6%
> CCN(C(=O)c1ccc(Cl)c([N+](=O)[O-])c1)c1ccccc1
 : 1.9%	-1%	1%	-8%	2%	-6%	-1.1	-0.29	-0.96	0.91	-5%	-4%
> CCOC(=O)c1c(C)[nH]c(C(=O)COC(=O)C(C)N2C(=O)C3CCCCC3C2=O)c1C (stereo unspecified)
 : -6.2%	15%	-1%	0%	-6%	-2%	-0.56	-0.19	0.41	0.1	-4%	10%
> Cc1nc(N)nc(Nc2ccc(Cl)cc2)c1Br
 : -3.2%	6%	15%	-10%	5%	0%	-0.83	-0.17	0.23	-0.27	-6%	8%
> Cc1ncc(CN=Cc2ccc(Cl)cc2)c(N)n1
 : .	.	-2%	0%	5%	-1%	0.64	-0.79	0.0045	-0.76	-2%	.

Other entries
Every second line gives: XIAP antagonists	human PMI inhibition	M17LAP inhibition	AID2073	P. falciparum M1AAP	Siah-1 displacement	Dynein cargo inh	Dynein cargo inh cytoplasmic EGFP	Dynein cargo inh nuclear GR-EGFP	Dynein cargo inh cell count	LYP inhibition	human PMI inhibitors
> Cc1cc(Cl)cc(C)c1OCCCCn1ccnc1
 : -4.8%	7%	3%	-4%	5%	2%	0.55	-0.22	0.56	0.65	-7%	4%
> O=c1[nH]c(=S)n(-c2cccc(Cl)c2)c(O)c1/C=N/N1CCOCC1
 : .	.	13%	-14%	4%	0%	0.19	-0.2	0.5	-0.44	-4%	.
> CCN1C(=O)/C(=C/N2CCc3ccccc32)SC1=S
 : 2.9%	4%	15%	10%	7%	6%	-0.11	0.21	-0.11	0.55	-5%	4%
> CCCCn1c(SCN2C(=O)c3ccccc3C2=O)nc2cc(S(N)(=O)=O)ccc21
 : -3.7%	2%	11%	-9%	1%	2%	0.055	-0.32	0.67	0.16	-6%	9%
> CC1(C)CC(=O)c2cnc(NC(=O)CSc3nc4ccccc4o3)nc2C1
 : -7.4%	6%	8%	0%	10%	-6%	0.03	-0.2	-0.34	-0.71	-8%	16%
> O=C(c1cc(-c2cccc(O)c2)on1)N1CCN(C(c2ccccc2)c2ccccc2)CC1
 : -2.9%	18%	-7%	20%	-4%	-1%	-0.55	-0.16	-0.069	-0.27	9%	17%
> Cc1cccc(OCc2nnc(SCc3nc4ccccc4c(=O)[nH]3)o2)c1
 : 1.8%	6%	-7%	6%	1%	-4%	1.1	-0.17	0.92	0.26	-5%	-1%
> O=C(Nc1cnn(Cc2ccc(Cl)cc2)c1)C1CCCC1
 : -2.2%	15%	11%	1%	12%	3%	1.4	-0.25	0.62	-0.12	1%	14%
> Cc1cc2ncn(CC(C)C)c2cc1C
 : -6.9%	.	18%	20%	8%	2%	0.89	-0.15	0.39	-0.71	-8%	.
> CC1=CC(C)=Nc2ccc(C)cc2N1
 : -5.1%&-27%	-27%&-6%	8%&-3%	-1%&-5%	-15%&0%	1%&4%	-0.65&0.21	-0.069&-0.27	-0.31&0.32	1.2&0.37	2%&-10%	-55%&-25%
> N/C(COc1ccc(Cl)cc1Cl)=N\NS(=O)(=O)c1ccccc1
 : -2.2%	4%	14%	-1%	0%	-2%	-0.38	-0.21	-0.47	0.18	-7%	10%
> O=C(Cn1nnc(-c2ccc(S(=O)(=O)N3CCCC3)cc2)n1)NCC1CCCO1 (stereo unspecified)
 : -4.2%	-9%	-10%	-1%	10%	3%	2.2	0.047	1.4	-1.4	2%	-8%
> O=c1c(-c2nnc(SCc3ccc(Cl)cc3Cl)o2)cccn1Cc1ccccc1
 : -20%	10%	-6%	34%	14%	-2%	-0.034	-0.23	-0.31	-0.24	-16%	7%
> COc1ccc(/C=C/c2nnc(NC(=O)c3ccco3)s2)cc1
 : .	.	0%	29%	2%	16%	-0.75	-0.29	-0.42	1.3	-8%	.
> CCC(C)C(=O)Nn1c(C2CC2)nc2cc(OC)c(OC)cc2c1=O (stereo unspecified)
 : -3.5%	-6%	11%	1%	21%	1%	-0.21	-0.3	-0.078	0.07	-5%	-4%
> CCC(=O)Nc1ccc(C(=O)Nc2ccc3c(c2)C(=O)N(CC2CCCO2)C3=O)cc1 (stereo unspecified)
 : -1.8%	12%	-1%	6%	8%	3%	1.2	-0.21	0.92	0.44	5%	12%
> CC/C(=N\Nc1ccccc1[N+](=O)[O-])c1ccc(O)cc1
 : -9.0%	-3%	4%	-13%	11%	-4%	-0.71	-0.34	-0.53	1.5	1%	0%
> CC1CCCN(C(=O)N2c3ccccc3Sc3ccccc32)C1 (stereo unspecified)
 : -3.9%	-1%	-13%	-8%	3%	0%	-0.57	-0.15	-0.27	0.92	-1%	0%
> O=C(c1cccnc1Cl)N(Cc1ccccc1)Cc1ccccc1
 : -2.8%	-8%	0%	-16%	3%	11%	-1	-0.28	-0.49	1.2	-6%	-10%
> O=C(CCC(=O)N(CC(=O)NC1CCCCC1)c1ccc2c(c1)OCCO2)Nc1ccccn1
 : -1.7%	.	10%	3%	0%	1%	1.1	-0.16	0.45	-0.77	0%	.

Compound profiles, from the list above.
Listed for `O=C(c1cc(-c2cccc(O)c2)on1)N1CCN(C(c2ccccc2)c2ccccc2)CC1` = XIAP antagonists: -2.9%; human PMI inhibition: 18%; M17LAP inhibition: -7%; AID2073: 20%; P. falciparum M1AAP: -4%; Siah-1 displacement: -1%; Dynein cargo inh: -0.55; Dynein cargo inh cytoplasmic EGFP: -0.16; Dynein cargo inh nuclear GR-EGFP: -0.069; Dynein cargo inh cell count: -0.27; LYP inhibition: 9%; human PMI inhibitors: 17%
Listed for `CCCCn1c(SCN2C(=O)c3ccccc3C2=O)nc2cc(S(N)(=O)=O)ccc21` = XIAP antagonists: -3.7%; human PMI inhibition: 2%; M17LAP inhibition: 11%; AID2073: -9%; P. falciparum M1AAP: 1%; Siah-1 displacement: 2%; Dynein cargo inh: 0.055; Dynein cargo inh cytoplasmic EGFP: -0.32; Dynein cargo inh nuclear GR-EGFP: 0.67; Dynein cargo inh cell count: 0.16; LYP inhibition: -6%; human PMI inhibitors: 9%

Continued:
Molecule	XIAP antagonists	human PMI inhibition	M17LAP inhibition	AID2073	P. falciparum M1AAP	Siah-1 displacement	Dynein cargo inh	Dynein cargo inh cytoplasmic EGFP	Dynein cargo inh nuclear GR-EGFP	Dynein cargo inh cell count	LYP inhibition	human PMI inhibitors
COc1ccccc1S(=O)Cc1ccc(C(=O)NC2CCCC2)o1 (stereo unspecified)	-3.4%	-6%	2%	-7%	-3%	-3%	0.65	0.014	0.49	-0.92	-5%	-10%
COc1cc(NC(=O)Nc2cccc([N+](=O)[O-])c2)cc(OC)c1	-1.7%	1%	-1%	14%	-3%	-1%	-0.64	-0.27	-0.33	0.68	-3%	6%
O=C(CSc1ncccn1)N1CCc2ccccc2C1	-7.1%	8%	-3%	-14%	0%	-6%	-0.11	-0.26	-0.18	0.64	-8%	4%
COc1ccc(NC(=O)Cn2nnc3sc4c(c3c2=O)CC(C)(C)OC4)cc1	.	.	5%	9%	4%	3%	0.047	-0.28	-0.088	0.35	-9%	.

Screening results (PubChem BioAssay)
